# Hsp70 displacement = small molecules displacing fluorescent ligand from Hsp70 – biochemical, fluorescence polarization, primary screen (AID 583). 140,000 tested, 0.06% active. Hsp70 fluorescence polarization probe displacement, mP; higher % means a stronger effect. displacement, % at 20 µM, or IC50 in µM where a hit was titrated; in the data active means displacement above about 50%;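 further: plate controls were vehicle for no effect and reference ligand for full effect; a part of the inactive calls stands beside numbers as strong as those of hits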
# MKP-3 inhibition = inhibition of rat DUSP6 enzyme activity – biochemical, in vitro, primary screen (AID 425); recombinant MKP-3 phosphatase activity, fluorescence; higher % means a stronger effect; one-dose inhibition, % at 20 µM; IC50 in µM for titrated hits; 110,000 tested, 0.17% active; in the data active means inhibition above about 50%;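 further: plate controls were vehicle for no effect and reference inhibitor for full effect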
# Active calls of the source: *; . = no result given; & = joins results of further samples. Only part of the results is shown; rates above refer to the full screens.
SMILES,Hsp70 displacement,MKP-3 inhibition
Cc1cc(C)nc(NS(=O)(=O)c2ccc(NC(=O)CN3C(=O)c4ccccc4C3=O)cc2)n1,6.5%,.
CCOc1cccc(OCCCNCCCOC)c1,-2.3%,-3.3%
Cc1ccc(C(C(=O)NC2CCCCC2)N(C(=O)c2csnn2)C2CCCC2)o1 (stereo not given),2.1%,6.6%
COc1cc2c(C(=O)N3CCN(c4cccc(Cl)c4)CC3)cn(C)c(=O)c2cc1OC,-3.0%,.
COc1cc(OC)cc(C(=O)Nc2c(C)ccc3nsnc23)c1,0.5%,-0.5%
O=C(c1ccncc1)c1nccn1-c1ccccn1,2.0%,7.3%
O=c1[nH]c(=O)n(C2CCCO2)cc1Br (stereo not given),6.5%,4.7%
COc1ccc(/C=C/C(=O)c2ccc(Cl)cc2)c(OC)c1,1.5%,-0.3%
CCOc1ccc(N2C(=O)CC(Cc3cc(C)cc(C)c3)C2=O)cc1 (stereo not given),0.4%,2.4%
Cc1cccn2c(=O)c(/C=C3\SC(=S)N(Cc4ccccc4)C3=O)c(N3CCOCC3)nc12,-3.9%,0.7%
Cc1cc(Oc2ccccc2)nc(SCC(=O)Nc2ccc(Cl)cc2Cl)n1,7.2%,.
CC(=O)Nc1cccc(NC(=O)C2CCCN2C(=O)Nc2cccc(F)c2)c1 (stereo not given),-0.5%,-11.2%
Cc1cc(C(=O)O)c(-c2ccccc2)o1,3.3%,3.5%
CCCNC(=O)Nc1cc(C)on1,-1.9%,-9.0%
CCC(O)C#CC1(C)CCCC(C)(C)O1 (stereo not given),4.9%,3.1%
On1c(-c2ccco2)nc2c1CCc1nonc1-2,1.7%&2.2%,-9.1%&-14.1%
COc1ccc(-n2nc(C(=O)Nc3ccc4c(c3)OCO4)c3ccccc3c2=O)cc1,-3.8%,4.9%
CC1=CC(C)(C)N(S(=O)(=O)c2ccc(F)cc2)c2ccccc21,-3.4%,.
COc1cccc(OC)c1C(=O)Nc1ccc(N2CCN(S(C)(=O)=O)CC2)cc1,-4.5%,-9.4%
COC(=O)c1ccc(N2CCOCC2)c(F)c1,3.6%,.
CCOC(=O)CCc1nc2ccc(O)cc2[nH]1,-1.5%,-4.6%
O=C(NCCN1CCOCC1)c1cc(-c2cccc(Br)c2)nc2ccccc12,-1.8%,3.2%
Cc1nn(C)c(C)c1CN(C)C(=O)c1cnn2c1NC(c1ccccc1)CC2C(F)(F)F (stereo not given),2.8%,-3.6%
CCCCOc1ccccc1P(=O)(O)CP(=O)(c1ccccc1)c1ccccc1,-1.0%,.
CC(CC(=O)Nc1ccc2c(c1)OCCO2)c1ccccc1 (stereo not given),6.4%,.

# Some of the entries so far, with two lines to a compound:
# Results follow in this order: Hsp70 displacement, MKP-3 inhibition
- On1c(-c2ccco2)nc2c1CCc1nonc1-2
→ 1.7%&2.2%, -9.1%&-14.1%
- COc1ccc(-n2nc(C(=O)Nc3ccc4c(c3)OCO4)c3ccccc3c2=O)cc1
→ -3.8%, 4.9%

# Retrieved one by one from the entries so far, 2 records:
SMILES,Hsp70 displacement,MKP-3 inhibition
CC1=CC(C)(C)N(S(=O)(=O)c2ccc(F)cc2)c2ccccc21,-3.4%,.
CCOc1cccc(OCCCNCCCOC)c1,-2.3%,-3.3%

# (cont.)
SMILES,Hsp70 displacement,MKP-3 inhibition
N#C/C(=C\c1ccc(-c2cccc([N+](=O)[O-])c2)o1)C(=O)Nc1ccccc1O,-1.3%,6.4%
Cc1ccc(C(=O)NC(Nc2ccc(F)cc2)C(Cl)(Cl)Cl)cc1 (stereo not given),-0.3%,3.3%
CCOC(=O)N1CCN(C(=O)C2CCN(S(=O)(=O)c3cc(Cl)ccc3Cl)CC2)CC1,-0.9%,-1.3%
COC(=O)Nc1ccc(NC(C)=O)cc1,-2.5%&0.1%,-13.7%&0.3%
CC1=C(C#N)c2nc(N)c(C#N)c(C)c2/C1=C\c1ccc(-c2ccc(Cl)cc2)o1,-18.9%,3.7%
Cc1cc(C)c(S(=O)(=O)n2ccc3ccccc32)c(C)c1,-0.1%,.
O=C(NC(C(=O)NCc1ccccc1)C12CC3CC(CC(C3)C1)C2)c1ccc(F)cc1 (stereo not given),3.7%,0.2%
Cc1ccc(S(=O)(=O)N/N=C/c2ccc(-c3ccc([N+](=O)[O-])cc3Br)o2)cc1,-1.6%,4.0%
O=c1[nH]c(C2CCCN(S(=O)(=O)c3ccc(F)cc3)C2)nc2c1nnn2Cc1ccccc1 (stereo not given),-3.6%,2.0%
NS(=O)(=O)c1ccc(CCNC2CC(=O)N(Cc3ccccc3)C2=O)cc1 (stereo not given),6.4%,-5.0%
O=C(NCC1CCCO1)C1CC(c2ccccc2Cl)=NO1 (stereo not given),4.2%,.
COc1ccc(N2C(=O)/C(=C/c3ccc(-c4ccccc4[N+](=O)[O-])o3)C(=O)NC2=S)cc1,-0.9%,5.6%
N#Cc1cccc(NC(=O)c2nc(-c3ccccc3)n(-c3ccccc3)n2)c1,5.0%,-1.7%
COc1cccc(NC(=O)N2CCN(Cc3nc4ccccc4c(=O)[nH]3)CC2)c1,-2.6%,-2.0%
CCOC(=O)c1cnc(SCC(=O)c2ccc3c(c2)OCCO3)nc1N,9.7%,-5.0%
CCOc1ccc(C2C(=O)N(C3CCCCC3)CC(=O)N2CC2CCCO2)cc1OC (stereo not given),3.4%,2.7%
Cc1ccc(C(C)n2cc(C(=O)NCCN3CCN(C)CC3)nn2)cc1 (stereo not given),-0.6%,5.4%
COC(=O)c1c(-c2ccc(C)cc2)csc1N,1.0%,-3.9%
Cc1onc(-c2ccccc2Cl)c1C(=O)Nc1cnn(Cc2ccccc2)c1,1.8%,-1.9%
O=C1C2=C(c3ccccc31)C(c1ccncc1)Nc1ccc3ccccc3c12 (stereo not given),-4.2%,-0.7%
O=C(O)c1ccc2c(c1)C(=O)N(Nc1c(Cl)cc(Cl)cc1Cl)C2=O,-0.8%,0.3%
C=CCn1c(SCC(=O)Nc2nc(C)cs2)nnc1C(NC(=O)c1ccccc1)C(C)C (stereo not given),13.4%,.
NS(=O)(=O)c1ccc(NC(=O)CSc2ccccn2)cc1,-6.5%,-0.9%
COc1cc(/C=N\NC(=O)c2c(C)nc3cc(C)ccn23)ccc1O,18.3%,-0.8%
NC(=O)CN1CCOCCN(CC(N)=O)CCOCC1,-5.0%,-10.3%
SMILES,Hsp70 displacement,MKP-3 inhibition
CC1CCc2cc(F)ccc2N1C(=O)c1ccc2c(c1)OCO2 (stereo not given),8.1%,11.6%
Cc1nc(NS(=O)(=O)c2cccs2)c2c3c(sc2n1)CCC3,1.8%,-10.2%
COc1ccc(OC)c(NC(=O)C2CC(C)=C(C)CC2C(=O)O)c1 (stereo not given),0.4%&-2.3%,-1.5%&-1.2%
CCn1cc(C(=O)NCc2cccc(F)c2)c(=O)c2cc(F)c(N3CCN(C(=O)c4ccco4)CC3)cc21,-1.8%,.
Cc1cc(C)n(S(=O)(=O)c2ccc3c(c2)C(=O)c2cc(S(=O)(=O)n4nc(C)cc4C)ccc2-3)n1,2.2%,2.3%
NC(=O)C1(N2CCCCC2)CCN(C(=O)c2ccc(C#CC3(O)CCCCC3)cc2)CC1,8.0%,.
Cc1ccc(CSc2nnnn2C)cc1,0.9%,-15.4%
CC(=O)Nc1cc(-c2ccc(C)cc2)[nH]n1,0.9%,2.6%
COc1ccc(C2CC(C(F)(F)F)n3nc(C(=O)N4CCN(c5ccc(F)cc5)CC4)c(Cl)c3N2)cc1OC (stereo not given),-3.4%,3.8%
CCCNC(=O)CS(=O)Cc1nc(-c2cccc(OC)c2)oc1C (stereo not given),-1.1%,3.3%
COc1cc(-n2c(C)nc3cc(C(=O)N4CCOCC4)ccc32)cc(OC)c1OC,-2.5%,.
C=CCSc1nc2c(c(=O)[nH]c(=O)n2C)n1CC,1.3%,-8.1%
Cc1c(NC(=O)c2ccc3c(c2)OCO3)cccc1-c1nc2ccccc2o1,-5.3%,-6.7%
CNS(=O)(=O)c1cccc2nsnc12,-0.3%,-2.7%
COc1ccc(-c2nnc(SCCC(=O)O)n2-c2ccccc2)cc1,-3.3%,1.2%
CCC(c1nnnn1CCOC)N1CCN(C(=O)c2ccco2)CC1 (stereo not given),-0.3%,-6.1%
Cc1ccc(-n2ncc3c(N4CCCC4)ncnc32)c(C)c1,2.6%,0.0%
COc1ccc(-n2c(SC3CCOC3=O)nc3ccccc32)cc1 (stereo not given),-0.6%,-4.9%
COc1ccc(CCNC(=O)CN(C)S(=O)(=O)c2cccc3nsnc23)cc1OC,-0.5%,-0.6%
Cc1ccc(NC(=S)C2=C(O)c3sccc3N(C)S2(=O)=O)cc1,-4.2%,.
CCOC(=O)c1cc2c(nc1N)CC(C)(CC)OC2 (stereo not given),-1.8%,.
C=CCn1c(C#N)c(N)sc1=N,5.7%,-0.1%
CCC(=O)Nc1sc2c(c1C#N)CC(C)(C)NC2(C)C,1.5%,-1.4%
O=S(=O)(c1ccc(Cl)cc1)N1CCN(Cc2cccnc2)CC1,-0.7%,3.4%
Cc1ccc2[nH]c3nc(NN)nnc3c2c1,-0.4%,0.6%

# Whole records as entered above. Order of screens: Hsp70 displacement | MKP-3 inhibition
# Profile of COc1ccc(-c2nnc(SCCC(=O)O)n2-c2ccccc2)cc1 → -3.3% | 1.2%
# Profile of CCC(=O)Nc1sc2c(c1C#N)CC(C)(C)NC2(C)C → 1.5% | -1.4%
# Profile of Cc1c(NC(=O)c2ccc3c(c2)OCO3)cccc1-c1nc2ccccc2o1 → -5.3% | -6.7%
# Profile of NC(=O)C1(N2CCCCC2)CCN(C(=O)c2ccc(C#CC3(O)CCCCC3)cc2)CC1 → 8.0% | .
# Profile of CCC(c1nnnn1CCOC)N1CCN(C(=O)c2ccco2)CC1 (stereo not given) → -0.3% | -6.1%

# Taken from above:
# Entry of O=c1[nH]c(C2CCCN(S(=O)(=O)c3ccc(F)cc3)C2)nc2c1nnn2Cc1ccccc1 (stereo not given) in Hsp70 displacement: -3.6%
# Entry of CCC(c1nnnn1CCOC)N1CCN(C(=O)c2ccco2)CC1 (stereo not given) in MKP-3 inhibition: -6.1%

# The list goes on:
SMILES,Hsp70 displacement,MKP-3 inhibition
CS(=O)(=O)N1CCN(c2cccc(Cl)n2)CC1,-3.4%,.
Cc1cc(S(=O)(=O)N2CCCCCC2)c(Cl)cc1Cl,-18.6%,.
CN1CCN(S(=O)(=O)c2ccc(NC(=O)c3cccc(S(=O)(=O)N4CCCC4)c3)cc2)CC1,3.1%,-10.5%
COC(CNC(=O)c1cccc2c1C(=O)N(Cc1cccnc1)C2)OC,1.2%,.
Cc1ccc(C(=O)Nc2ccc(NC(=O)c3cccc(C)c3)cc2)cc1,0.3%,-0.8%
CC(=O)Nc1ccc2c(c1)CCC2=O,.,-1.1%
COc1ccc2[nH]c(C(=O)N3CCOCC3)cc2c1,-2.5%,2.9%
CCN(CC)C(=O)CSc1nnc(CCCCCNC(=O)OC(C)(C)C)o1,2.4%,0.3%
O=S1(=O)CCC(NC(=S)SCc2ccccc2Br)C1 (stereo not given),3.2%,0.3%
CCOC(=O)c1c(NC(=O)C2C3C=CC(C3)C2C(=O)O)sc(C)c1C (stereo not given),1.8%,2.2%
Cc1cc(N)n2ncc(-c3cccc(Br)c3)c2n1,2.4%,-7.8%
CCn1c(=S)sc2c(=O)n(-c3ccccc3)c(SCC(=O)NCc3ccco3)nc21,4.4%,5.0%
CCOc1ccccc1NC(=O)CN(c1cccc([N+](=O)[O-])c1)S(=O)(=O)c1ccccc1,1.2%,1.4%
O=C(NCc1ccco1)c1sc(=S)n2c1[nH]c(=O)c1ccccc12,14.5%,3.1%
CCOc1ccc(-c2nnc3ccc(SC)nn23)cc1,-3.1%,-9.6%
COC(=O)c1ccc(-c2nc(-c3cccs3)no2)cc1,-4.9%,-2.0%
Cc1cc(NC(=O)CN2CCCC(C)C2)n(-c2nc3ccccc3s2)n1 (stereo not given),2.4%,.
CSc1nc(NCCOCCO)c2sc3nc(-c4ccco4)c4c(c3c2n1)CCC4,-12.9%,-0.3%
COc1ccc(CC(=O)NC(C)c2nnc(SCC(=O)Nc3nc(C)cs3)n2C)cc1 (stereo not given),-2.1%,-0.3%
CC(C)(C)C(=O)Oc1ccc2c3c(c(=O)oc2c1)CCC3,0.5%,0.0%
O=C(c1ccc(COc2c(F)c(F)cc(F)c2F)o1)N1CCN(c2ccc(Cl)cc2)CC1,2.1%,-11.1%
CCn1c(C)nc2c(CN(C)C)c(O)ccc21,2.3%,4.4%
Cc1sc2ncnc(N/N=C/c3ccc(Cl)cc3Cl)c2c1C,0.7%,3.7%
O=C(CCCCn1c(=O)[nH]c2ccsc2c1=O)NCc1cccnc1,4.6%,-2.5%
CCS(=O)(=O)c1nnnn1-c1ccccc1S(C)(=O)=O,-0.9%,-10.1%
SMILES,Hsp70 displacement,MKP-3 inhibition
CC(=O)Nc1ccc2c(c1)ncn2C1CCCCC1,-1.6%,.
CCN(CC)C(=O)N1CCC(NC(=O)c2ccccc2)CC1,0.0%,4.4%
Cc1cc(C)cc(N(CC(=O)NCc2ccco2)S(=O)(=O)c2c(C)noc2C)c1,-3.3%,-2.1%
COc1ccc(N2CCN(S(=O)(=O)/C=C/c3ccccc3)CC2)cc1,-2.1%,-9.2%
O=C(Nc1ccccn1)c1cc(-c2ccccc2)nc2ccccc12,-1.3%,2.9%
CCn1c(SCC(=O)c2cc(OC)ccc2OC)nnc1-c1ccncc1,1.6%,3.9%
Cc1cc(OCC(=O)NC(C)c2ccccc2)cc(C)c1Cl (stereo not given),-0.4%,2.0%
Cc1ccc(NC(=O)C2CC=CCC2C(=O)OCC(Cl)=C(Cl)Cl)cc1 (stereo not given),5.0%,-4.0%
COc1ccc(S(C)(=O)=O)cc1S(C)(=O)=O,2.3%,-1.7%
OC(CN1CCN(c2ccccc2)CC1)c1ccc2c(c1)CCN2 (stereo not given),0.2%,-5.3%
CC(C)OCCCNC(=O)c1sc(=S)n(C)c1N,1.0%,-2.6%
O=S(=O)(c1ccc(F)cc1)N1CCC(O)(c2ccc3c(c2)OCO3)CC1,-6.2%,-10.3%
Cc1ccc(-n2c(C)cc(/C=c3/sc4nc5ccccc5n4c3=O)c2C)cc1,-11.6%,.
COc1ccc2c(CC(=O)OCC(=O)NC(=O)c3cccn3C)coc2c1,3.8%,.
